Screening data: PubChem, several laboratories
Mtb UGM inh: inhibitors of M. tuberculosis UDP-galactopyranose mutase; 0.06% of 320,000 active; P9WIQ1; inhibition, % at 10 µM; purified UGM, fluorescence polarization probe displacement; in the data active = inhibition above about 10%, passing the limit was not always enough
MazF activator: increases E. coli MazEF RNase cleavage of RNA; FAM/BHQ RNA-DNA oligo cleavage fluorescence, 5 h; 0.32% of 350,000 active; activation, % at 20 µM; in the data active = activation above about 50%
Target sequence (P0AE70 whole entry, looked up): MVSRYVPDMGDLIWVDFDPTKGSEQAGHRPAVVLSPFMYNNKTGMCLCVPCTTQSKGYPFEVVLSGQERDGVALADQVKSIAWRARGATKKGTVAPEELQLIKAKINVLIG
3CLpro inhibitor: SARS-CoV 3CLpro protease inhibition. P0C6X7. recombinant SARS-CoV 3CLpro, quenched FRET peptide cleavage. inhibition, % at 6 µM. 0.14% of 290,000 active. AID 1706; in the data active = inhibition above about 12%
FBA Mtb inh: inhibitors of M. tuberculosis fructose-bisphosphate aldolase. P9WQA3. purified M. tuberculosis FBA, fluorescence read-out. inhibition, % at 1 µM. 2.3% of 360,000 active; in the data active = inhibition above about 27%;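 note: 0% = vehicle and 100% = reference inhibitor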
Target sequence (P9WQA3 whole entry, looked up): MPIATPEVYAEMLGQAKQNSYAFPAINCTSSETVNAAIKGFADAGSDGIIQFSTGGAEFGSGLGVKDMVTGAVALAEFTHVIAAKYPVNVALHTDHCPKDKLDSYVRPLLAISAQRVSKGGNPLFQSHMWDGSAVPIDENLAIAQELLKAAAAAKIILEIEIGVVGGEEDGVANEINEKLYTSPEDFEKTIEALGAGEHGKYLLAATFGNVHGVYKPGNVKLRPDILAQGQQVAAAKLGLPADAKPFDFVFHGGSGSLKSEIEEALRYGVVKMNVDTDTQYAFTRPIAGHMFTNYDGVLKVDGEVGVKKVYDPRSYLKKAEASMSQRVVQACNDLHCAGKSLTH
Vc quorum ag: induces V. cholerae light production without autoinducers; AID 588436; activation, % at 18.7 µM; V. cholerae BH1578 lux reporter, luminescence, 6 h; 0.16% of 350,000 active; in the data active = activation mostly above about 9.7%, no sharp cut-off; note: not every result past the cut was called active; inactives centre near 0; reference of the scale not given here
DUSP3 inh: DUSP3 (human) phosphatase inhibition. recombinant VHR phosphatase, pNPP absorbance. 0.52% of 290,000 active. AID 1654. inhibition, % at 13.3 µM. P51452; in the data active = inhibition above about 50%; note: some compounds called inactive have numbers as strong as hits
Target sequence (P51452 whole entry, looked up): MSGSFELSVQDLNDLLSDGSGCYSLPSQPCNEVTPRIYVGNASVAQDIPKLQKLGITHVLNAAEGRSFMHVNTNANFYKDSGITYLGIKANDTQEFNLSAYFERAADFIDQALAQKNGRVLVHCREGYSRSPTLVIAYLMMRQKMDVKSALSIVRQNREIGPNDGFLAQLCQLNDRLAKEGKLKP
GDH-TPI inh: inhibits GDH-TPI coupling enzymes, artifact for Mtb FBA screen. GDH-TPI coupled enzyme counterscreen, NADH absorbance. inhibition, % at 4.8 µM. 1.2% of 360,000 active; in the data active = inhibition above about 30%;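 note: 0% = DMSO wells and 100% = wells lacking the enzyme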
Rv3671c inh: inhibits the M. tuberculosis serine protease Rv3671c | inhibition, % at 5.96 µM | 0.048% of 320,000 active | AID 2606; in the data active = inhibition above about 38%;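 note: extracellular domain of Rv3671c used as enzyme; 0% = enzyme with DMSO and 100% = no enzyme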
Target sequence (P9WHR9 whole entry, looked up, the tested form may be a part): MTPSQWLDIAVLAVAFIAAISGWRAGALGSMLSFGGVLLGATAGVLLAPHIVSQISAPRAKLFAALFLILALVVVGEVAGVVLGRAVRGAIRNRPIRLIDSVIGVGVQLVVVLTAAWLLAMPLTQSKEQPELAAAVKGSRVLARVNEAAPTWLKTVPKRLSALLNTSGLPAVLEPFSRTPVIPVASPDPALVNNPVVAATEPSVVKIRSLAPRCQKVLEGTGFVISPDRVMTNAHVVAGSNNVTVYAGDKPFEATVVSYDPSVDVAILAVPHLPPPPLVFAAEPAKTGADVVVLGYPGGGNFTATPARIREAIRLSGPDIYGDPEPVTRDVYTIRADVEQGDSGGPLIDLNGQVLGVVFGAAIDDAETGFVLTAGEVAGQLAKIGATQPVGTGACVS
PriA SSB inh: K. pneumoniae PriA-SSBct interaction inhibition; inhibition, % at 33 µM; 0.6% of 430,000 active; AID 1272365; AlphaScreen SSBct-PriA binding, biotinylated peptide; in the data active = inhibition mostly above about 37%, no sharp cut-off; inactive = mostly below about 20%;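 note: plate controls were negative control peptide for no effect and reference peptide for full effect; strong numbers were not always called active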
BioA inh: BioA (M. tuberculosis) enzyme inhibition | 0.096% of 360,000 active | purified M. tuberculosis BioA enzyme, plate reader | inhibition, % at 9.99 µM; in the data active = inhibition above about 40%
An asterisk follows results filed as active; i = inactive; x = not tested or not shown; & = joins results of further samples; ! = a repeat was not active.

SMILES	Mtb UGM inh	MazF activator	3CLpro inhibitor	FBA Mtb inh	Vc quorum ag	DUSP3 inh	GDH-TPI inh	Rv3671c inh	PriA SSB inh	BioA inh
Cc1ccc(C(=O)O)cc1S(=O)(=O)N1CCC(C(=O)O)CC1	2.9	1	1	1	-1.0	-5	-3	3	-4	-1.5
CCN1CCN(C(=O)CCN2C(=O)c3ccccc3C2=O)CC1	-0.7	-10	-3	-1	0.8	-15	-4	-5	-22	5.2
Cc1cccc(C)c1NC(=O)C(C)Sc1nnc(C)n1CC1CCCO1 (configuration not stated)	x	12	3	-5	i	7	-6	x	-17	-0.2
Cc1nn(C)cc1C(C)NCc1c(C(=O)N2CCCCCCC2)nc2ccc(Cl)cn12 (configuration not stated)	-2.7	4	-1	5	-0.2	13	7	5	-5	x
CCOc1ccc(-c2nc(C#N)c(NCC3CCCO3)o2)cc1 (configuration not stated)	1.4	-6	1	177*	-0.4	20	22	1	11	-0.3
Cc1c(NCc2cc(Cl)ccc2O)c(=O)n(-c2ccccc2)n1C	-0.4	10	-5	3	i	19	-7	-1	-6	-2.0
O=S(=O)(CCSc1nc2ccccc2o1)c1nc2ccccc2s1	6.2	1	2	0	i	-1	13	-7	-1	-0.7
O=C(NCCc1ccc(Cl)cc1)/C(=C/c1cccnc1)NC(=O)c1ccccc1	1.3	-6	-5	0	-2.3	18	0	-7	-16	2.6
Clc1nc(NCc2ccco2)nc(N2CCCCC2)n1	-0.8	5	1	-1	i	22	5	-1	-20	x
Cc1[nH]n(-c2cccc(Cl)c2)c(=O)c1C=NCC(C)C	-1.6	10	3	5	i	18	1	0	4	x
COc1ccc(CN2CCNC(=O)C2CC(=O)N(C)Cc2nccs2)c(OC)c1 (configuration not stated)	0.5	4	-1	-2	-0.6	-2	-2	2	-5	-0.6
COC(=O)c1ccc(OCC(=O)Nc2ccccc2C(=O)NC2CC2)cc1	-3.1	-25	x	5	-1.3	x	-1	-12	-33	2.3
O=C1N[C@H](Cc2ccccc2)COC(=O)[C@H](Cc2ccc(F)cc2)C/C=C\C[C@@H]1CC(=O)N(CCO)Cc1ccccc1	-4.3	2	x	3	-0.3	x	-12	-3	7	-0.6
CCC(C(=O)N1CCC(C(N)=O)CC1)n1nc(C)n2c(cc3occc32)c1=O (configuration not stated)	-0.2	-3	1	0	-2.0	6	-2	-8	3	-0.9
C/C(=N\NC(=O)CSCc1ccc([N+](=O)[O-])cc1)c1ccccc1	0.2	2	6	5	i	-2	4	-5	x	x
CCCCn1c(/N=C/c2ccc(N(C)C)cc2)nc2ccccc21	-0.8	-102	2	-4	i	4	52*	0	x	-1.5
COCCn1c(=O)[nH]c2cc(C(=O)Nc3cc(OC)c(OC)c(OC)c3)ccc2c1=O	-3.0	9	-2	2	0.4	-9	12	9	-1	x
Cc1cccc(N2CCN(C(=O)C3CCN(S(=O)(=O)c4cccc5cccnc45)CC3)CC2C)c1 (configuration not stated)	-0.8	7	x	-1	-0.2	9	12	-5	5	-1.0
O=C(CSc1nnc(-c2cnccn2)n1Cc1ccco1)Nc1ccc(Br)cc1	1.2	-1	-2	3	12	14	1	-6	3	4.6
COc1ccc(NC(=O)CC2CCCC2)cc1S(=O)(=O)N1CCCCC1	-2.9	3	2	3	-0.2	-13	-1	-2	-3	x
CC(=O)c1c(C)nn(CC(O)COc2ccc3ccccc3c2)c1C (configuration not stated)	x	1	0	-3	-0.7	10	3	0	-5	x
C[C@H]1CN([C@@H](C)CO)C(=O)CCCn2nncc2CO[C@H]1CN(C)C(=O)C1CCCCC1	x	1	x	3	-4.5	x	5	x	x	0.4&-0.9
Cc1ccc(/C=N/n2c(C)nnc2C)cc1	-0.5	0	0	-2	0.6	5	3	1	x	-3.1
CCOC(=O)CC(/C(C)=N\O)c1ccccc1 (configuration not stated)	-2.4	-6	-2	-1	2.0	4	-12	2	x	-0.9
COCCNc1nc(Oc2ccc(C(N)=O)cc2)c2sccc2n1	x	x	x	6	-0.5	x	12	x	x	10
CN(C(=O)c1ccccc1Cl)c1ccccc1C(=O)NCc1ccccc1	3.1	7	-6	2	i	53*	9	0	-10	-0.8
Cc1ccccc1NCc1ccccc1O	-3.3	3	-4	-6	-0.4	-13	1	5	-6	-1.5
CC(NC(=O)C1CCN(c2nnc(-n3cccc3)s2)CC1)C12CC3CC(CC(C3)C1)C2 (configuration not stated)	0.9	-3	-2	2	i	-4	-8	-5	-10	-0.2
Cc1cc(C)nc(-n2nc(C)c(C3(O)C(=O)Nc4ccc(F)cc43)c2N)n1 (configuration not stated)	0.3	-6	-1	-2	-0.7	-4	9	-10	-7	-0.3
Cc1cccc(NS(=O)(=O)c2ccc(NC(=O)N3CCCCC3)cc2)c1	0.8	-1	1	0	i	40	2	-7	0	-1.9
C[C@@H]1CCC[C@]2(O[C@H](CCO)C[C@@H](O)[C@@H]2O)O1	-1.5	0	x	-1	0.9	x	3	-1	-6	-1.0
Cc1nc(CC(=O)Nc2nc(C(C)(C)C)cs2)cs1	-0.9	3	5	2	-0.3	0	3	-4	13	-1.0
CCOC(=O)C(C)/C(C)=N\Nc1ccc([N+](=O)[O-])cc1[N+](=O)[O-] (configuration not stated)	1.8	3	6	-3	-0.5	-6	9	2	x	x
O=C(Nc1ccccc1Oc1ccccc1)C1CC1	-1.3	1	3	0	i	22	8	0	-6	1.8
CC(=O)N1CCn2c3ccc(C)cc3c3cccc1c32	-0.3	-1	2	-1	-2.5	3	-1	3	-6	x
CCCC1CC(=O)NC1(C(=O)OCC)C(=O)OCC (configuration not stated)	x	7	x	3	4.5	x	5	x	-17	x
O=c1c2ccccc2[nH]c(=S)n1Cc1ccc2c(c1)OCO2	-3.3	-9	-4	-3	i	-3	3	2	1	-2.2
Nc1ccccc1SCc1ccccc1Cl	-1.1	-5	-2	5	i	19	-3	4	-23	1.5
CC(=O)NCC1CCCN(Cc2cn(-c3ccccc3F)nc2-c2cc(C)sc2C)C1 (configuration not stated)	0.8	5	2	0	-0.4	8	7	-4	-2	x
COc1ccc(CNC(=O)C(C)n2nc(C)n3c(cc4occc43)c2=O)cc1 (configuration not stated)	-2.1	1	4	1	-1.8	-2	6	3	1	5.3
O=C(/C=C/c1ccc(Br)cc1)NC1CCCCCC1	1.7	8	2	-4	-6.2	13	-17	2	-12	-0.2
Cc1ccc(C)c(OCCCN2CCNCC2)c1	-1.4	7	3	1	i	-6	-2	-3	14	0.3
CCO/C=C1/C(=O)N(c2ccccc2OC)C(=O)c2ccccc21	-0.7	12	1	35*	-0.3	7	2	-15	-6	x
COCCNC(=O)c1onc(CSc2cccc(C)c2)c1C(=O)O	-0.7	10	5	1	5.6	16	6	-14	-15	-1.5
C1=CCN(Cc2ccccc2)C1	0.1	6	-2	-1	-0.3	2	-3	4	-12	-0.6
COc1ccc(CCNC(=O)c2ccccc2NC(=O)C2=C(C)OCCS2)cc1OC	-4.9	-18	-8	0	i	-18	3	-1	-1	2.0
COc1ccc(Cl)cc1NC(=O)Nc1cnccn1	0.7	3	0	0	i	6	11	-17	-17	-3.0
CCCC(=O)Nc1ccc(-c2nc3cc(C)ccc3o2)cc1	4.3	-7	-5	96*	-0.9	16	25	-18	-12	-1.1
Cc1ccccc1C(=O)N1CCC(C(=O)OCc2ccccn2)CC1	-1.6	2	x	-3	x	x	10	0	-5	x
Cc1cc(C(=O)N2CCN(c3ccc(F)cc3)CC2)on1	1.9	12	-2	0	-0.5	-2	-5	7	2	8.2
CCOc1ccccc1N(CC(=O)Nc1ccc(S(=O)(=O)N2CCOCC2)cc1)S(=O)(=O)c1ccccc1	0.6	-2	1	2	i	5	-4	-41	-12	0.1
COc1cc(/C=C/CNC[C@H]2O[C@@H](n3cc(C)c(=O)[nH]c3=O)C[C@@H]2O)ccc1O	x	1	x	-1	-0.2	x	-10	x	x	x
N/C(=N\OC(=O)c1ccc2c(c1)OCO2)c1ccc(Br)cc1	3.4	8	-2	2	8.3	18	9	17	x	-2.9
C=CC(=O)Nc1cccc(Oc2ncnc3[nH]cc(-c4cnc5ccccc5c4)c23)c1	1.5	8	x	4	0.5	x	9	-34	5	-1.8
CC(C)NC(=O)c1cc(C2CCCCN2S(=O)(=O)c2cccc3cccnc23)on1 (configuration not stated)	x	x	x	-2	-0.7	x	2	x	x	0.7
Cc1ccc(CNS(=O)(=O)c2ccc3c(c2)NC(=O)CO3)cc1	-0.3	-26	0	1	-0.2	29	0	0	2	-0.5
Cc1ccc(C)c(Nc2ccc(C(=O)NCCc3ccccc3)cn2)c1	-0.2	1	-2	3	-0.4	-2	5	12	2	x
Cc1ccc2cc(CN(CC3CCCO3)C(=S)Nc3ccccc3)c(=O)[nH]c2c1C (configuration not stated)	1.6	-5	8	0	-0.3	12	6	-1	12	x
CC1CC(C)CN(S(=O)(=O)c2ccc3c(c2)C(C)(C)C(=O)N3C)C1 (configuration not stated)	-0.3	-3	-5	-3	-7.1	-4	-12	5	-9	-0.7
CCCC(=O)N1CCCC1(C)C(=O)Nc1ccc2nc(C)ccc2c1 (configuration not stated)	x	x	x	5	-1.2	x	2	x	x	-0.8

Next part; it opens with the 7 that closed the last part.
SMILES	Mtb UGM inh	MazF activator	3CLpro inhibitor	FBA Mtb inh	Vc quorum ag	DUSP3 inh	GDH-TPI inh	Rv3671c inh	PriA SSB inh	BioA inh
C=CC(=O)Nc1cccc(Oc2ncnc3[nH]cc(-c4cnc5ccccc5c4)c23)c1	1.5	8	x	4	0.5	x	9	-34	5	-1.8
CC(C)NC(=O)c1cc(C2CCCCN2S(=O)(=O)c2cccc3cccnc23)on1 (configuration not stated)	x	x	x	-2	-0.7	x	2	x	x	0.7
Cc1ccc(CNS(=O)(=O)c2ccc3c(c2)NC(=O)CO3)cc1	-0.3	-26	0	1	-0.2	29	0	0	2	-0.5
Cc1ccc(C)c(Nc2ccc(C(=O)NCCc3ccccc3)cn2)c1	-0.2	1	-2	3	-0.4	-2	5	12	2	x
Cc1ccc2cc(CN(CC3CCCO3)C(=S)Nc3ccccc3)c(=O)[nH]c2c1C (configuration not stated)	1.6	-5	8	0	-0.3	12	6	-1	12	x
CC1CC(C)CN(S(=O)(=O)c2ccc3c(c2)C(C)(C)C(=O)N3C)C1 (configuration not stated)	-0.3	-3	-5	-3	-7.1	-4	-12	5	-9	-0.7
CCCC(=O)N1CCCC1(C)C(=O)Nc1ccc2nc(C)ccc2c1 (configuration not stated)	x	x	x	5	-1.2	x	2	x	x	-0.8
CC1(C)N=C(N)N=C(N)N1c1ccc(OCC(=O)N2CCOCC2)c(Cl)c1	x	3	x	-2	-5.0	x	-1	x	x	-0.9
CCOc1cc(C2CC(=O)c3c(ccc4ccccc34)N2)ccc1O (configuration not stated)	-0.8	3	6	4	-0.9	16	6	-5	17	1.4
Cc1ccc(C)c(N2CCN(C(=O)C(Cc3ccccc3)n3cccc3)CC2)c1 (configuration not stated)	-2.1	-12	1	-4	0.3	21	-5	-1	-2	-2.3
Cc1cc(C(=O)NCCCN2CCCC2=O)no1	-0.5	3	-3	-1	i	6	7	-1	-2	-1.2
O=c1c(/C=N/OCc2ccc(Cl)cc2Cl)c[nH]n1-c1cccc(Cl)n1	2.0	1	6	-1	-2.0	6	9	13	x	x
O=c1[nH]c2ccc(S(=O)(=O)Nc3ccc(Br)cc3)cc2[nH]1	-0.2	-5	7	2	-0.2	-4	11	-13	14	0.5
Cc1cccc(C(P(=O)(c2ccccc2)c2ccccc2)P(=O)(c2ccccc2)c2ccccc2)n1	1.4	3	-1	-2	3.4	-2	-2	-4	1	x
CN(C)CCN(C(=O)c1ccc2ccccc2c1)c1nc2ccc(F)cc2s1	2.0	8	-2	2	-0.5	30	7	-6	44*!	-0.3
COC1CCCCC1Nc1ccc(C)c(C)c1 (configuration not stated)	0.7	-11	-1	4	7.1	3	3	0	13	-0.9
O=C(CN1CCOCC1)N/N=C/C(Br)=C\c1ccccc1	-0.9	6	10	-4	3.6	-16	26	-2	x	x
CCC1CCCCN1Cc1nc2c(c(=O)n(C)c(=O)n2C)n1CCC(C)C (configuration not stated)	-2.5	3	0	-3	-0.5	1	5	4	-16	-0.9

A portion of the library; rates above refer to the full screens.
